High-throughput results deposited in PubChem BioAssay by National Center for Advancing Translational Sciences (NCATS).
USP2a inh – qHTS Assay for Inhibitors of Ubiquitin-specific Protease USP2a Using CHOP2 as the Reporter | USP2 core, Ub-CHOP2 coupled fluorogenic reporter, 485/531 | Potency, µM (doses to about 38.3 µM), inactives show top-dose activity change, negative = inhibition, usual class: inhibitors | Ubiquitin carboxyl-terminal hydrolase 2 (Homo sapiens), O75604 | 330,000 tested, 0.01% active | AID 463254, 2010;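 note: potency is the fitted concentration of half-maximal effect; plate controls were DMSO wells for no effect and full inhibition by NEM control for full effect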
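USP2 core (10nM final) preincubated 30min RT with compound in 20mM Tris-HCl pH 8.0, 2mM CaCl2, 2mM beta-mercaptoethanol, 0.05% CHAPS; 25nM Ub-CHOP2 plus 25nM reporter substrate added, fluorescence (Ex485/Em531) read after 60min.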
Chronic BCR inh – qHTS Assay to Find Inhibitors of Chronic Active B-Cell Receptor Signaling; 340,000 tested, 0.05% active; AID 493014, 2011; Potency, µM (top dose mostly 46.1 µM), for inactives: top-dose ratio change, negative = lower green/red ratio, hits mostly inhibitors; ABC-DLBCL IkBa-CBG/CBR reporter, luminescence ratio, 4 h; active = well fitted inhibition curve with a large enough effect in the signal ratio, with a control signal flat, not every such curve was filed as active; inconclusive = small, poorly fitted or top-dose-only effect, or effect the other way, or a change in a side signal; the % refers to the signal ratio;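 note: potency is the fitted concentration of half-maximal effect; plate controls were basal doxycycline-induced cells for no effect and cells given 10 µM MG132 for full effect; MG132 reads +100%, hits lower the ratio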
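Doxycycline induced both beetle luciferases in TMD8 lymphoma cells; IKK-driven degradation limits the IkappaBalpha-fused green signal, while red luminescence normalises for cell number and nonspecific effects. Compounds tested up to 46 uM, 4 hrs.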
PKM2 activator – qHTS Assay for Activators of Human Muscle isoform 2 Pyruvate Kinase; Pyruvate kinase PKM (Homo sapiens), P14618; purified PKM2, Kinase-Glo ATP luminescence, activation; response scale: 0% is enzyme alone, no compound; Potency, µM (top dose mostly 57.5 µM), for the others: top-dose activation, actives largely listed as activators; 260,000 tested, 0.34% active; AID 1631, 2009; note: potency is the fitted concentration of half-maximal effect; % is set by controls: 0 for no effect and ±100 for the full control effect; nearly all actives have a fitted effect of over 55% in size
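ATP formation by purified human PK-M2, quantified via coupled luciferase luminescence after 1 h at room temperature with 0.1 mM ADP and 0.5 mM PEP final.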
Menin-MLL TR inh – qHTS Assay for Inhibitors Targeting the Menin-MLL Interaction in MLL Related Leukemias: Competition With Texas Red Labeled MLL-derived Mutant Peptide | Menin + Texas Red MLL mutant peptide, fluorescence polarization | AID 1768, 2009 | Potency, µM (highest dose often 61.6 µM), for inactives: at the highest dose FP activity change, negative = inhibition, hits mostly inhibitors | 270,000 tested, 0.23% active | O00255; active = well fitted inhibition curve with a large enough effect in the polarisation, with a control signal flat, not every such curve was filed as active; inconclusive = small, poorly fitted or top-dose-only effect, or effect the other way, or a change in a side signal; inactive = no such curve, though single readings can be large or run the other way; the % refers to the polarisation; note: potency is the fitted concentration of half-maximal effect; % of control where 0% means no effect; many of its hits are not listed in these tables
S-ASM inh – Inhibitors of Secretory Acid Sphingomyelinase (S-ASM): qHTS. Potency, µM (doses to about 57.5 µM), inactives show at the highest dose activity change, negative = inhibition, most hits filed as inhibitors. placental ASM, HMU-PC fluorogenic substrate, 60 min. Sphingomyelin phosphodiesterase (Homo sapiens), P17405. 340,000 tested, 0.006% active; note: potency is the fitted concentration of half-maximal effect
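Human placenta-derived ASM preincubated with compound 10 min at room temperature, then reacted with 9 uM (final) fluorogenic HMU-PC substrate for 60 min at 37 C. Stop solution raises pH to 10; fluorescence read at Ex 386/Em 447 nm.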
Eya2 inh – qHTS Assay for Inhibitors of the Phosphatase Activity of Eya2; Protein phosphatase EYA2 (Homo sapiens), O00167; recombinant Eya2, OMFP fluorescence dephosphorylation (OMFP is methylfluorescein phosphate); Potency, µM (doses to about 76.9 µM), for the others: at the highest dose activity, negative = inhibition, hits mostly inhibitors; 330,000 tested, 0.006% active; note: potency is the fitted concentration of half-maximal effect; % is set by controls: 0 for no effect and ±100 for the full control effect
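Eya2 protein (added as 0.2 uM solution) was preincubated with compound for 10 min at ambient temperature in 50 mM HEPES pH 7.5, 50 mM NaCl, 5 uM MgCl2, 0.05% BSA, 1 mM DTT. OMFP (added at 50 uM) then reacted 10 min; fluorescence read at 485/525 nm.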
MBNL1-CUG inh – qHTS Assay for Inhibitors of MBNL1-poly(CUG) RNA binding | Muscleblind-like protein 1 (Homo sapiens), Q9NR56 | 280,000 tested, 0.036% active | Potency, µM (highest dose often 57.5 µM), for the others: top-dose activity change, negative = inhibition, hits mostly inhibitors | AID 2675, 2010 | TR-FRET MBNL1-His/biotin-(CUG)12 binding, 665/545 ratio; active = well fitted inhibition curve with a large enough effect in the signal ratio, with a control signal flat, not every such curve was filed as active; inconclusive = small, poorly fitted or top-dose-only effect, or effect the other way, or a change in a side signal; inactive = no such curve, though single readings can be large or run the other way; the % refers to the signal ratio; note: potency is the fitted concentration of half-maximal effect; % is set by controls: 0 for no effect and ±100 for the full control effect
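Inhibition of protein-RNA binding appears as loss of TR-FRET between terbium anti-His antibody on MBNL1-His and streptavidin-XL665 on biotin-(CUG)12. Activity is normalized to buffer-only and uninhibited-complex controls.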
hERG WT inh – qHTS for Inhibitors of KCHN2 3.1: Wildtype qHTS; activity change, % at 1.84 µM; Voltage-gated inwardly rectifying potassium channel KCNH2 (Homo sapiens), Q12809; AID 720551, 2013; 340,000 tested, 0.37% active; U2OS, BacMam KCNH2, thallium flux FluxOr; active compounds read low;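 active = maximum activity change below -70%; inconclusive = maximum activity change between -70% and -50%; inactive = maximum activity change above -50%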; note: % is set by controls: 0 for no effect and ±100 for the full control effect
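U2OS cells transduced with wild-type KCNH2 virus are loaded with FluxOr dye for 45 min, and thallium flux is measured in kinetic reads before and after stimulation buffer. Rate constants are normalized to DMSO controls.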
Mito fusion yeast – qHTS Assay for Small Molecule Inhibitors of Mitochondrial Division or Activators of Mitochondrial Fusion. S. cerevisiae fusion-defective mutant growth rescue, CellTiterGlo 48 h. Potency, µM (highest dose often 46.1 µM), inactives show top-dose growth rescue (activation), hits mostly activators. 320,000 tested, 0.23% active. AID 485298, 2010;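 note: potency is the fitted concentration of half-maximal effect; % of control where 0% means no effect; nearly all actives have a fitted effect of over 45% in size; temperature-sensitive fusion mutants such as fzo1-1 at 37 °C on non-fermentable ethanol glycerol medium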
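Luminescent cell viability in 1536-well qHTS format served as the measure of rescued growth in ts fusion-mutant S. cerevisiae cultured on non-fermentable YPEG for 48 hours at 37C.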
GALK inh – qHTS Assay for Inhibitors of Human Galactokinase (GALK); 270,000 tested, 0.007% active; Purified GALK, Kinase-Glo residual ATP luminescence; Potency, µM (titrated, usually from 57.5 µM), for inactives: at the highest dose activity change, negative = inhibition, actives largely listed as inhibitors; P51570; AID 1868, 2009; note: potency is the fitted concentration of half-maximal effect; % is set by controls: 0 for no effect and ±100 for the full control effect
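5 nM enzyme, 35 uM ATP, 100 uM galactose, 20 mM HEPES pH8.0, 5 mM MgCl2; 1 h RT; residual ATP by Kinase-Glo Plus luminescence, qHTS format.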
TSHR antag – Antagonists of the Thyroid Stimulating Hormone Receptor: HTS campaign; Thyrotropin receptor (Homo sapiens), P16473; TSHR-expressing cells, TSH-stimulated cAMP HTRF, 2 h; active compounds read low; activity change, negative = inhibition, % at 11.5 µM; 330,000 tested, 0.2% active; AID 504810, 2011;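 active = activity change below a set negative limit, meaning inhibition stronger than a set level, cut at about -70% in these data; inconclusive = activity change between two set negative limits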; note: % is set by controls: 0 for no effect and ±100 for the full control effect
Target sequence (P16473 whole entry, looked up): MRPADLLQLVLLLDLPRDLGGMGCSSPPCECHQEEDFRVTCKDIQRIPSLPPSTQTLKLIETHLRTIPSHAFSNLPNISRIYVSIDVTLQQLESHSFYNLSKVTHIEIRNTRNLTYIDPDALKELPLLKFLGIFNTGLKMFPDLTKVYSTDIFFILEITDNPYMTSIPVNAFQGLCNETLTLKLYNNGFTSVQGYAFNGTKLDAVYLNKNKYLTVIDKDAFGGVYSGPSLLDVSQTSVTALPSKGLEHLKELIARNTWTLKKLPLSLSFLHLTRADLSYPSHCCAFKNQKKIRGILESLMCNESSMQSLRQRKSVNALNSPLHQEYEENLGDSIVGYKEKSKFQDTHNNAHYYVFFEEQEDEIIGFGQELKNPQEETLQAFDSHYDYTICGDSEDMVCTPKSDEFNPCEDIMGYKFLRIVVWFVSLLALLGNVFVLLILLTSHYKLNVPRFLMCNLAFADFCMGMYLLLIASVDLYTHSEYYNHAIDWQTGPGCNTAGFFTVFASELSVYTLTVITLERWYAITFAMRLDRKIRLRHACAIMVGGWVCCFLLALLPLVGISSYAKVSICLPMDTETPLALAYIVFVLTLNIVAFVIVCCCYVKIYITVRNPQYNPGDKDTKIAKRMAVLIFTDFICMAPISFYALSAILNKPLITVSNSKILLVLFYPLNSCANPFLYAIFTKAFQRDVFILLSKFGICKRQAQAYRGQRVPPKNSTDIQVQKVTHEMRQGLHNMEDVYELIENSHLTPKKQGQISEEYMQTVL
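TSHR-expressing cells were treated with compounds, then stimulated with TSH at EC80 (4nM final) for 2 hours at 37 deg C. Cellular cAMP was measured by HTRF competition between lysate cAMP and cAMP-d2 for a cryptate-labelled anti-cAMP antibody.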
The depositor's hits bear a star; i = inactive; u = inconclusive; x = no result given; & = joins results of further samples; [ ] = remark or other dose. Unless noted, calls come from the whole dose curve; as a rule, active = well fitted curve in the direction sought with a large enough effect; inconclusive = small, poorly fitted or top-dose-only effect, or another doubt; inactive = no such curve, though single readings can be large; an effect the other way counts as inactive or inconclusive. An excerpt; rates above refer to the full screens.

Fields – USP2a inh	Chronic BCR inh	PKM2 activator	Menin-MLL TR inh	S-ASM inh	Eya2 inh	MBNL1-CUG inh	hERG WT inh	Mito fusion yeast	GALK inh	TSHR antag
CCOCCCN(C(=O)c1snc(C(N)=O)c1N)C(C(=O)NC1CCCC1)c1ccc(OC)cc1 (stereo unspecified)
    -1%	-10%	x	-5%	136%[activator]	-12%	0%	9	-1%	0%	-4
CCc1ccccc1NC(=O)N1CCc2ccccc2C1
    1%	-11%	0%	0%	-1%	4%	-6%	21	6%	-2%	-2
N#Cc1ccc(C23CC4(C2)[C@H](CN(CC2CCCCC2)[C@@H]4c2ccccc2)C3c2ccccc2)cc1 (stereo partly specified)
    0%	8%	-11%&6%	10%	-9%	7%	1%	-21	-33%	3%	11
O=C(Nc1ccccc1F)C1CCN(C(=O)Cc2ccccc2)CC1
    0%	u	2%	7%	1%	1%	1%	-6	-2%	-1%	10
CCCC(=O)Nc1nnc(SCC(=O)N2CCN(c3ccccc3)CC2)s1
    0%	0%	-3%	x	-11%	-5%	-7%	-4	5%	-1%	17
Nc1nnc(SCC(=O)N2CCN(c3ccccc3)CC2)n1-c1ccccc1
    -1%	1%	1%	0%	6%	-28%	1%	4	-1%	0%	0
O=C(CN(C(=O)c1csnn1)c1cccc(C(F)(F)F)c1)NCc1ccc(F)cc1
    1%	-1%	0%	10%	-2%	-2%	-7%	-4	1%	15%	17
COc1cc(OC)cc(C(=O)N[C@H](C(=O)Nc2nc3ccccc3[nH]2)C(C)C)c1
    0%	u	-3%	u	-1%	-4%	-9%	3	-2%	-1%	5
COc1ccc(-n2nc(C(=O)NCc3cc(OC)ccc3OC)c3c4ccccc4n(C)c3c2=O)cc1
    1%	-1%	1%	1%	-14%	5%	-2%	i	6%	0%	2
CCc1nn(CCCC(=O)N2CCN(c3ccc(OC)cc3)CC2)c(=O)c2cc3occc3n12
    -1%	u	x	-24%	-3%	-1%	-5%	-10	10%	1%	-4
CC(C)(C)c1ccc(Oc2ncccc2NC(=O)c2cccs2)cc1
    1%	-8%	-1%	x	-17%	-14%	-6%	-2	-2%	8%	-13
COc1cc(C2NC(=O)N(C)C3=C2C(=O)CCC3)cc(OC)c1OC (stereo unspecified)
    0%	0%	-1%	3%	4%	-4%	-14%	-4	-2%	5%	18
COc1ccc(S(=O)(=O)Cc2ccc(C(=O)N3CCN(c4ccccc4F)CC3)o2)cc1
    2%	16%	-1%	-1%	0%	-2%	-16%	-20	-1%	2%	1
O=C(Nc1ccc(-c2nc3ccccc3c(=O)o2)cc1)c1ccco1
    -3%	1%	-1%	21%	25%	-5%	-12%	2	-7%	1%	18
CCOC(=O)N1CCN(C(=O)c2cccc(N3C(=O)NC4CC3(C)Oc3ccc(Cl)cc34)c2)CC1 (stereo unspecified)
    -1%	-12%	x	x	-1%	5%	3%	-7	2%	-1%	9
O=S1(=O)NC(=NCc2ccco2)c2ccccc21
    -1%	1%	0%	13%	5%	1%	u	-7	1%	0%	-2
Cc1ccc(OC(C)C(=O)N2CC(=O)Nc3ccccc32)cc1 (stereo unspecified)
    0%	0%	x	-25%	2%	-24%	-7%	2	8%	5%	20
CCN(CC)C(=O)CSc1nnc(CNc2ccc(F)cc2)o1
    2%	0%	-2%	12%	-2%	6%	-4%	-11	-3%	-1%	5
COc1cc(/C=C(/C#N)c2ccc(C)cc2)ccc1Oc1ccc([N+](=O)[O-])cn1
    0%	2%	0%	15%	-3%	9%	-6%	11	13%	-2%	-13
C/C(=N\O)C(C)(C)Nc1cccc(Br)c1
    3%	-7%	-8%	x	7%	1%	-21%	-1	5%	3%	-10
CN(C)c1ccc(/C=C/c2nc3ccccc3c(=O)[nH]2)cc1
    -1%	u	x	u	85%[activator]	15%	11%	-1	-29%	x	-4
COc1ccc(-c2nsc3c(N4CCN(C(=O)c5ccco5)CC4)ncnc23)cc1
    0%	7%	-1%	8%	10%	14%	13%	-25	1%	-3%	-12
O=C(Cn1nnc2ccccc21)N/N=C/c1ccco1
    4%	0%	0%	4%	0%	-18%	x	28	-1%	1%	11
Cc1cc(OC(C)C)nc(NCc2ccccc2)n1
    7%	12%	-1%	u	0%	5%	2%	-10	-10%	-3%	-8
CSc1cccc(CN2CCN(CCC(C)C)C(CCO)C2)c1 (stereo unspecified)
    -1%	0%	-2%	0%	-1%	-3%	-1%	32	0%	0%	9
COC(=O)c1ccccc1NC(=S)NC(=O)c1ccc2c(c1)OCO2
    1%	u	0%	x	8%	-10%	-1%	-30	1%	-5%	15
CC(C)CCNC(=O)c1onc(CSc2ccc(F)cc2)c1C(=O)NCCC(C)C
    4%	14%	x	x	-3%	-15%	x	3	6%	x	9
O=C(COC(=O)c1cc[n+]([O-])cc1)Nc1cccc(F)c1
    3%	-7%	x	x	5%	-1%	x	-1	x	x	x
Cc1cc(CNCc2cn(C)nc2-c2ccc(Oc3ccccc3)cc2)on1
    2%	u	-4%	-1%	5%	4%	-6%	5	3%	2%	-4
